High-throughput results from PubChem BioAssay.
ERp5 block – inhibitors of ERp5-driven insulin aggregation, primary screen, biochemical, turbidity, absorbance 650 nm, single point | AID 651711, 2012 | inhibition, % at 9.99 µM | 350,000 tested, 0.05% active | 90 min;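 active = mean replicate inhibition above about 25%, with every replicate also reaching it, limit read from the data, passing the limit was not always enough; inconclusive = only one of those two criteria met; inactive = neither criterion met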
Target sequence (Q15084 whole entry, looked up): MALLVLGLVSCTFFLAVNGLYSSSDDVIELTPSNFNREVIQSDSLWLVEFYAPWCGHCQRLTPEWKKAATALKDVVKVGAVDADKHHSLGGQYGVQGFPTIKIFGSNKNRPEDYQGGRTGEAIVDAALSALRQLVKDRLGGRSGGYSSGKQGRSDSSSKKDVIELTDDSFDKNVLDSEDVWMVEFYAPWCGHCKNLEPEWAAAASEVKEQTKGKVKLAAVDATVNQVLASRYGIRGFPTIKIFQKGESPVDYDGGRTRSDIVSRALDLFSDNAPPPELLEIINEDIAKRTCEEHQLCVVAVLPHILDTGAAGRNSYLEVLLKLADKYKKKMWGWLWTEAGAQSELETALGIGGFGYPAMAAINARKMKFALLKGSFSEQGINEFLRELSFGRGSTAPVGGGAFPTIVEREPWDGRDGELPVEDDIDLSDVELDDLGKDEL
RAD52 anneal inh – RAD52 DNA annealing inhibitors, primary screen, biochemical, FRET, single point, set 2 | DNA repair protein RAD52 homolog (Homo sapiens), P43351 | recombinant RAD52 DNA annealing, FRET fluorescence | inhibition, % at 18.7 µM | 360,000 tested, 0.46% active | AID 651710, 2012;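 active = every replicate showing at least 50% inhibition; inconclusive = mean inhibition at least 50% but not in every replicate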
esBAF inh – Bmi1 luciferase reporter increase in mESCs, primary screen, esBAF inhibitor project, mouse ES cells, Bmi1 luciferase knock-in, single point | 24 h; 100% = twice the neutral-well signal | reporter increase, % at 12.5 µM | 350,000 tested, 2% active; in the data active = activation above about 40%; inconclusive = no clear call, values can overlap the other calls;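 note: 0% = median of the plate's neutral control wells and 100% = double that signal; a rise in the Bmi1 reporter signal indicates esBAF inhibition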
PglD inh – C. jejuni PglD acetyltransferase inhibitors, primary screen, biochemical, DTNB colorimetric, single point. purified PglD enzyme, DTNB colorimetric CoA detection. inhibition, % at 12.5 µM. 360,000 tested, 0.098% active. UDP-N-acetylbacillosamine N-acetyltransferase PglD (Campylobacter jejuni). AID 602405, 2012; in the data active = inhibition above about 16%, passing the limit was not always enough; inconclusive = no clear call, values can overlap the other calls; note: strong numbers were not always called active
CASP6 VEID inh – human caspase-6 inhibitors, primary screen, biochemical, VEID-R110 fluorescence, single point, set 2; purified caspase-6, Z-VEID-R110 cleavage fluorescence; 350,000 tested, 0.53% active; inhibition, % at 12.5 µM; AID 686996, 2013; P55212;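 active = mean inhibition across replicates at least about 35%, with every replicate also reaching that limit, limit read from the data; inconclusive = only one of the two criteria met; inactive = neither criterion met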;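 note: 0% = median of neutral control wells and 100% = no fluorescence left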
ARNT TACC3 PPI – disruptors of ARNT/TACC3 protein interaction, primary screen, biochemical, AlphaScreen, single concentration | inhibition, % at 9.99 µM | AlphaScreen His-ARNT PAS-B/GST-TACC3 binding, luminescence; TACC3 fragment carries E629A point mutation | 390,000 tested, 0.66% active | AID 623870, 2012;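 active = mean inhibition of replicates at least 50% and at least half of replicates each reaching 50%; inconclusive = half or more replicates reach 50% but mean below 50%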;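 note: 0% = complete ARNT plus TACC3 wells and 100% = ARNT alone without TACC3; many hits fall short of the cut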
RAD54 branch – inhibitors of human RAD54 branch migration, primary screen, biochemical, fluorescence, single point; RAD54 Holliday junction branch migration, FAM/BHQ fluorescence; inhibition, % at 10.4 µM; DNA repair and recombination protein RAD54-like (Homo sapiens), Q92698; 360,000 tested, 0.14% active; AID 602329, 2012;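 active = mean normalized replicate activity at least 40 and at least half of replicates scoring 40 or more; inconclusive = only one of the two criteria met; inactive = mean below 40 and under half of replicates reaching 40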;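 note: 0% = median of neutral control wells and 100% = median of positive control wells; inhibitors cause a drop in the FAM fluorescence signal; in these data hits start at about 50%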
E-sel inducer – E-selectin induction in HUVECs, primary screen, imaging, HUVEC, immunofluorescence imaging, single point; normalized: neutral wells 0, TNF-alpha wells 100; activation, % at 7.58 µM; 260,000 tested, 0.37% active;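 active = mean E-selectin-positive cell signal at least 10% of the positive control, reached in at least 60% of replicates, without over 20% cell loss; inconclusive = no rule given, readout overlaps actives, possibly toxicity-flagged; inactive = the rest, including those meeting only one limit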;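 note: in these data hits start at about 27%; measured in HUVEC primary endothelial cells; signal is the percent of cells scored E-selectin positive by PE staining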
Target sequence (P16581 whole entry, looked up): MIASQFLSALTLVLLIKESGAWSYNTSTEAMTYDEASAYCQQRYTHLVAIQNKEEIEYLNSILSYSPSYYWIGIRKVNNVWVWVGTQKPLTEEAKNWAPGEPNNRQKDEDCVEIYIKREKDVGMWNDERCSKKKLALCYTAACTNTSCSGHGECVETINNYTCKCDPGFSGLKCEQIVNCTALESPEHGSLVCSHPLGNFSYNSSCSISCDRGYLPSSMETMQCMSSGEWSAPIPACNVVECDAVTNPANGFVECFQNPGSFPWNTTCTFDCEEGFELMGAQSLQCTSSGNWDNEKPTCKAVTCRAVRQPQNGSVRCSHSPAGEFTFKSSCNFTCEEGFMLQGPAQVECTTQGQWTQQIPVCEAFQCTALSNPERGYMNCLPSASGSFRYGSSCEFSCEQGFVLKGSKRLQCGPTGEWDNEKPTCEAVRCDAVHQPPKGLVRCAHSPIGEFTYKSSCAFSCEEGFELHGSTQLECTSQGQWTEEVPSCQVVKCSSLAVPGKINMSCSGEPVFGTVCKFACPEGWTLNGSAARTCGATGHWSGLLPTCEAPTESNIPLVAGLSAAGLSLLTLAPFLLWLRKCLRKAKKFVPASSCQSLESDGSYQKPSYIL
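Test system: HUVEC | Signal: Immunofluorescence imaging | Read-out: Percent E-selectin-positive cells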
An asterisk follows results filed as active; ? = inconclusive; · = not tested or not shown.

compound	RAD52 anneal inh	RAD54 branch	ARNT TACC3 PPI	PglD inh	ERp5 block	CASP6 VEID inh	esBAF inh	E-sel inducer
O=C(CN1CCN(Cc2ccccc2)CC1)c1ccc(Br)cc1	-13.8	-7.5	2.5	-2.6	3.7	0.0	-8.6	·
Cc1cc(NC(=O)c2ccc(Cl)c([N+](=O)[O-])c2)no1	-6.0	2.7	·	-2.2	5.3	-0.7	·	-1.8
CCOC(=O)N1CCC(n2c(=S)[nH]c3cc(OC)c(OC)cc3c2=O)CC1	·	1.9	-6.9	-2.1	·	·	1.6	·
N/C(CSc1ncccc1C(F)(F)F)=N\O	8.1	·	-1.1	·	0.4	-0.3	·	0.4
CC(C)(C)c1ccc(CNc2cc(N3CCOCC3)ccc2[N+](=O)[O-])cc1	·	-10.3	4.4	-8.3	·	·	7.6	·
CCCCNC(=O)C1Cc2cc(S(=O)(=O)N3CCCCC3)ccc2N1C(C)=O (stereo unspecified)	-1.2	-1.9	-4.1	2.1	4.6	0.7	-5.6	·
COc1ccc(NC(=S)Nc2ccc3cn[nH]c3c2)cc1	2.7	·	4.1	·	-0.3	4.3	12.9	-0.1
Cc1ccc(N2C(=O)C3C4C=CC(CC4)C3C2=O)cc1[N+](=O)[O-] (stereo unspecified)	-5.6	-7.5	-0.9	3.2	2.7	-1.6	-4.1	·
CC(CCc1ccc(O)cc1)N1CCC(Oc2ccc(C(=O)N3CCCC3)cc2)CC1 (stereo unspecified)	-20.9	9.3	0.2	0.8	1.3	-6.7	4.1	-0.2
C[C@@H]1CN([C@H](C)CO)C(=O)c2cc(-c3cncnc3)cnc2O[C@H]1CN(C)C(=O)Cc1cccnc1	9.8	-11.8	-5.5	1.9	-2.5	-0.3	2.2	-0.3
Cc1cc(C)c2c(c1)SC1=NC(c3ccccc3)(C(F)(F)F)NC(=O)N12 (stereo unspecified)	·	1.8	21.7	3.0	·	·	·	0.6
COc1ccccc1N(C(=O)CNC(=O)c1ccco1)C(C(=O)NCC1CCCO1)c1ccccc1 (stereo unspecified)	-0.7	2.6	-6.0	-2.3	1.6	0.5	-1.3	0.0
O=C(C[C@H]1C=C[C@H](NC(=O)CN2CCOCC2)[C@@H](CO)O1)NCCc1ccccc1	4.6	-6.9	·	-3.6	-0.2	-0.7	-3.5	0.5
Cc1ccc(N2CC(=O)N(NC(=O)Nc3ccc(Cl)c(Cl)c3)CC2=O)cc1	-8.3	·	-1.0	·	2.2	0.9	·	·
COc1ccc(N2CCN(C(=O)[C@H](C)N3C(=O)C4CC=CCC4C3=O)CC2)cc1 (stereo partly specified)	-2.9	·	·	·	0.3	-2.0	12.6	·
Cc1ccc(C(=O)N2CCN(c3ccc(F)cc3)CC2)cc1S(=O)(=O)N1CCCCC1	-6.6	1.1	8.3	-4.1	-3.8	1.6	10.4	0.1
CCOC(=O)c1ccc(NC(=S)NCCCn2ccnc2)cc1	-10.1	-2.7	34.8*	-2.8	2.2	-17.7	3.0	2.7
CC(=O)n1cc([C@H]2C=C(C(=O)O)O[C@@H](OCCCCO)C2)c2ccccc21	-135.9	-9.3	12.5	5.9	2.1	-1.3	-8.5	-0.1
O=C(O)c1ccc2c(c1)C(=O)N(c1ccccc1-c1ccccc1)C2=O	-10.1	2.2	-3.2	-2.3	5.7	-0.9	-1.2	-0.3
CN1C(=O)c2cc(NC(=O)c3cnccn3)ccc2OC[C@H]2O[C@@H](CC(=O)N[C@@H]3CCN(Cc4ccccc4)C3)CC[C@@H]21	6.2	·	·	·	0.6	-1.8	·	0.4
CC(C)=CC(=O)Nc1ccc(S(=O)(=O)Nc2onc(C)c2C)cc1	-8.4	1.8	-2.1	2.2	-1.4	4.4	-6.0	·
O=c1[nH][nH]cc1C=Nc1ccc(Cl)cc1Cl	-9.9	·	-3.1	·	5.0	24.6	·	·
CCn1ncc(Cl)c1C(=O)NC(C)c1ccccc1 (stereo unspecified)	-6.8	8.1	2.2	1.5	-1.9	1.9	-1.0	·
COc1ccc(/C=N\NC(=O)COc2ccccc2)c(C(=O)O)c1OC	0.2	5.5	·	-1.1	3.7	0.6	-0.3	·
O=C(/C=C/c1ccc(Cl)cc1)NC(=S)Nc1ccccc1C(=O)O	-24.5	·	1.0	·	1.9	3.0	·	·
Cc1ccc(C(OCC(O)CNC(C)c2ccccc2)c2ccccc2)cc1 (stereo unspecified)	20.3	·	9.3	·	3.1	3.9	·	3.8
O=C(/C=C/c1cccc([N+](=O)[O-])c1)OCC(=O)N1CCN(C(=O)c2ccco2)CC1	-6.8	-4.5	4.2	-4.1	-0.6	1.0	-4.4	0.2
c1ccc2c(c1)Oc1ccccc1S2	-5.0	-11.0	·	2.4	1.8	-6.9	7.0	·
CNC(=O)C(=O)Nc1c(O)c2ccccc2[nH]c1=O	-18.9	-2.5	-2.2	2.6	4.4	-2.0	·	·
CC1(C)CC(N2CCC(=O)NC2=S)CC(C)(C)N1	-13.0	2.3	2.5	2.0	3.0	0.3	-4.9	-0.1

Three entries from above, sorted by the value under PglD inh, smallest number first:
SMILES	RAD52 anneal inh	ARNT TACC3 PPI	PglD inh	ERp5 block	CASP6 VEID inh	esBAF inh
CCOC(=O)c1ccc(NC(=S)NCCCn2ccnc2)cc1	-10.1	34.8*	-2.8	2.2	-17.7	3.0
CC(C)=CC(=O)Nc1ccc(S(=O)(=O)Nc2onc(C)c2C)cc1	-8.4	-2.1	2.2	-1.4	4.4	-6.0
c1ccc2c(c1)Oc1ccccc1S2	-5.0	·	2.4	1.8	-6.9	7.0

Continued.
compound	RAD52 anneal inh	RAD54 branch	ARNT TACC3 PPI	PglD inh	ERp5 block	CASP6 VEID inh	esBAF inh	E-sel inducer
O=C(NCC(c1cccs1)N1CCOCC1)c1cc(=O)[nH]c2ccccc12 (stereo unspecified)	-11.4	5.2	-1.2	0.9	-3.1	1.0	-1.8	1.1
Cc1ccccc1NC(=O)CSCCN1C(=O)c2ccccc2C1=O	0.1	·	·	·	1.6	-1.5	·	?
O=C1C2C3C=CC(C3)C2C(=O)N1c1n[nH]c(CCc2ccccc2)n1 (stereo unspecified)	·	0.4	-1.2	3.2	·	·	-11.6	·
CCOC(=O)CSc1ccc2nnc(-c3cccs3)n2n1	-3.1	6.5	18.1	-4.7	-7.9	0.3	-1.4	-0.8
CC1(C)C2CC=C(/C=N/NC(=O)c3ccccc3Br)C1C2 (stereo unspecified)	-11.3	·	·	·	-1.5	-2.8	·	0.1
C=CCSc1nnc(NC(=O)Cn2cnc3c2c(=O)n(C)c(=O)n3C)s1	-35.1	·	1.8	·	5.5	0.9	-2.8	-3.7
CN(Cc1c(C(=O)N/N=C/c2cccc(F)c2)nnn1-c1nonc1N)C1CCCCC1	-14.4	-12.4	-13.0	0.3	-7.4	-0.5	-6.9	·
O=C(O)c1cccc(S(=O)(=O)Nc2cccc(S(=O)(=O)Nc3ccc(Br)cc3)c2)c1	-11.9	-0.3	-5.6	5.8	0.6	1.5	1.3	·
CCCN(CCC)Cc1c(C(=O)N/N=C/c2ccc(C)o2)nnn1-c1nonc1N	-0.6	-19.5	-10.5	-2.5	2.0	0.9	-5.6	·
Cc1ccc(S(=O)(=O)Nc2ccc3c(c2)CC(=O)N([C@@H](C)CO)C[C@@H](C)[C@H](CN(C)Cc2ccc(Cl)c(Cl)c2)O3)cc1	-6.8	6.5	23.3	-2.6	-1.3	-2.0	0.9	-0.2
Cc1cccc(-c2ccc([C@H]3[C@H]4CN(S(=O)(=O)c5cccc(F)c5)CC(=O)N4[C@H]3CO)cc2)c1	12.4	·	·	·	-3.7	-0.8	·	-0.7
O=C(COC(=O)c1ccc([N+](=O)[O-])s1)NC(c1ccccc1)c1ccccc1	-5.9	·	-6.0	·	2.2	2.1	·	-1.4
O=C(Nc1ccc(Nc2ccccc2)cc1)C1CC1	·	-3.5	3.4	1.9	·	·	25.1	·
COc1cccc(CSCC(=O)NCCc2ccccc2)c1OC	-5.7	2.2	4.7	3.7	6.8	·	-0.2	0.0
Cc1cc2nc(SCCN3CCOCC3)[nH]c2cc1C	·	4.0	7.5	-3.4	·	·	23.1	·
O=C(C1CC1)N1C[C@H]2[C@@H](c3ccccc31)[C@H](CO)N2C(=O)c1cccc(F)c1	·	3.2	-16.8	0.7	·	·	2.5	-0.2
CN1CCCC(OC(=O)COc2ccccc2)C1 (stereo unspecified)	·	-7.9	-0.2	-2.6	·	·	10.6	·
CN(C)S(=O)(=O)Oc1ccccc1C(=O)Nc1ccccc1Cl	-5.4	-3.8	·	-1.5	3.3	1.2	-3.8	·
CNC(=O)C[C@H]1CC[C@H]2[C@@H](COc3ccc(NC(=O)c4cccc(OC)c4)cc3C(=O)N2C)O1	1.9	7.1	·	1.6	5.9	·	4.3	0.2
CCN(CC)S(=O)(=O)c1cc(C(=O)OCC(=O)c2ccc3c(c2)NC(=O)CO3)ccc1Cl	·	-4.4	-3.2	-1.6	·	·	-4.0	-1.3
C[C@@H]1CCCCO[C@H](CN(C)Cc2ccc(C(=O)O)cc2)[C@H](C)CN([C@H](C)CO)C(=O)c2cc(NC(=O)Nc3cccc4ccccc34)ccc2O1	-3.9	-1.3	43.5	-0.3	3.2	-0.2	-0.7	0.0
Cc1ccc2c(C)c(C(=O)Nc3ccc(S(=O)(=O)Nc4onc(C)c4C)cc3)oc2c1	-5.8	4.2	8.2	-2.6	-7.7	9.7	1.0	-0.3
Cn1c(=O)n(CCCOc2ccc(Br)cc2)c2ccccc21	·	5.4	-5.5	-4.4	·	·	5.2	·
Cc1noc(C)c1CSCC(=O)Nc1ccccc1N1CCCCC1	·	-1.3	4.1	2.1	·	·	2.1	·
CCc1ccc(C(=O)CN2C(=O)NC3(CCOc4ccccc43)C2=O)s1 (stereo unspecified)	-50.9	3.7	-7.6	0.2	-8.0	5.1	10.1	·
CCOC(=O)CSc1cc(C)nc(NC(C)=O)n1	-13.5	0.2	3.7	5.4	2.4	2.9	-5.0	·
O=C1OC(Cc2ccccn2)C(O)=C1C1=NCCCN1 (stereo unspecified)	-4.3	-5.6	-16.9	7.9	-2.5	-5.2	30.8	-0.9
COCCn1c(SC(C)C(=O)NC2CCCCC2C)nc2ccccc2c1=O (stereo unspecified)	1.7	-6.1	-0.6	-5.4	2.6	-2.4	-1.1	-0.2
C/C=C/c1ccc2c(c1)O[C@H](CN(C)C(=O)c1ccccn1)[C@@H](C)CN([C@@H](C)CO)S2(=O)=O	-0.3	-7.9	7.9	1.1	15.3	0.2	1.7	-0.1
O=C(CCN1CCOCC1)NCC1COc2ccccc2O1 (stereo unspecified)	·	3.0	1.5	-2.4	·	·	-17.2	·
O=C(/C(Cl)=C/Nc1ccc(Br)cn1)C(F)(F)F	-7.9	·	-4.9	·	-5.2	0.2	·	-0.1
CCC(=O)N1[C@H](CO)[C@@H]2c3ccccc3N(C(=O)CC(F)(F)F)C[C@@H]21	-3.4	6.5	-8.5	-2.5	4.4	1.8	4.5	-0.7
CC1=C([N+](=O)[O-])C(c2ccc(O)c(O)c2)NC(=O)N1 (stereo unspecified)	-10.2	-17.6	-0.5	-0.9	-0.6	3.2	3.6	0.2
